# Compound activity from PubChem.
# S2 tox: cell viability loss in ATXN counter-screen. S2 cells (HEK-293 line with an ATXN2-luciferase reporter) viability, CellTiter-Fluor protease fluorescence, 24 h. Potency, µM (titrated, usually from 56.7 µM), usual class: cytotoxic. hit rate 0.49% among 400,000. AID 651635; also: potency is read from the fitted curve at half-maximal effect; nearly all actives have a fitted effect of over 40% in size
# HepG2 viability: HepG2 cytotoxicity, counter-screen for TGF-b inhibitors; HepG2 CAGA-GFP viability, ATP luminescence, 18 h; Potency, µM (highest dose often 46.1 µM), for the others: at the top dose activity change, negative = cytotoxicity, hits mostly cytotoxic; hit rate 0.76% among 410,000; AID 588856; also: potency is read from the fitted curve at half-maximal effect; some results filed as inactive show a strong effect at the top dose
#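 HepG2 CAGA-GFP cells (1000/well, DMEM with 1% FBS) received compound, then TGF-beta at 500 pg/mL final, and were incubated 18 hours at 37 degrees C. Viability was read by CellTiter-Glo luminescence. Media-only wells were set as complete cell-killing and DMSO as no toxicity.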
# KB-3-1 tox: KB-3-1 parental cell cytotoxicity; AID 1347075; hit rate 1.4% among 400,000; Potency, µM (top dose mostly 46.1 µM), for the others: at the top dose activity change, negative = cytotoxic, hits mostly cytotoxic; KB-3-1 viability, CellTiter-Glo ATP luminescence, 72 h; also: potency is read from the fitted curve at half-maximal effect; % is scaled to controls: 0 for no effect and ±100 for the full control effect; nearly all actives have a fitted effect of over 60% in size
#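 Parental KB-3-1 viability, qHTS format: 72 h compound exposure, 37 °C; CellTiter-Glo; media-only wells and DMSO plates as controls; concentration-effect fits on corrected data.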
# ATXN2 expr inh: inhibitors of ATXN2 expression | HEK-293 ATXN2-luciferase reporter, luminescence, 24 h | Potency, µM (doses to about 57 µM), without a hit: top-dose activity change, negative = inhibition, most hits filed as inhibitors | hit rate 0.72% among 360,000 | AID 1745845; also: potency is read from the fitted curve at half-maximal effect; % is scaled to controls: 0 for no effect and ±100 for the full control effect; nearly all actives have a fitted effect of over 55% in size
#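 qHTS (up to 57 uM final) was run with 24 h compound exposure of reporter cells at 37 °C. Each well was multiplexed: SteadyGlo luminescence measured ATXN2-luciferase expression after a fluorogenic Gly-Phe-AFC viability readout (25 uM final).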
# SW480 rerep: inducers of DNA re-replication in SW480 colon cancer cells; Potency, µM (series often up to 46.1 µM), for the others: at the highest dose re-replication activation, most hits filed as activators; SW480 DNA re-replication, Hoechst DNA content imaging, 48 h; hit rate 1.8% among 340,000; also: potency is read from the fitted curve at half-maximal effect; % of control where 0% means no effect; nearly all actives have a fitted effect of over 55% in size
#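 SW480 cells exposed to compounds for 48 hr at 37 C, 5% CO2, then Hoechst-stained 40 min. Nuclear DNA content imaged by fluorescence scanning (405 nm excitation, 500-530 nm emission); re-replication scored as increased high-intensity nuclei.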
# HT1080 IDH1KD tx: toxicity to HT-1080 IDH1 knockdown cells (counter line). HT-1080 IDH1 knockdown viability, ATP luminescence, 48 h. Potency, µM (doses to about 46.1 µM), for the others: top-dose activity, negative = toxicity, most hits filed as cytotoxic. hit rate 2% among 360,000;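 also: potency is read from the fitted curve at half-maximal effect; 0% = DMSO wells and -100% = cell-free medium wells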
#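 Using the IDH1-knockdown HT-1080 line run in the same batch and compound series as the NT line, viability after 48 h at 37 °C was determined by CellTiter-Glo luminescence and expressed as % activity.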
# MCF10A rereplic: inducers of DNA re-replication in MCF 10A breast cells | MCF 10A DNA re-replication, Hoechst nuclear intensity, 48 h | Potency, µM (highest dose often 46.1 µM), without a hit: at the top dose activity, positive = re-replication, hits mostly activators | hit rate 2.9% among 350,000; also: potency is read from the fitted curve at half-maximal effect; % of control where 0% means no effect; nearly all actives have a fitted effect of over 50% in size
# IL1B secr inh: inhibitors of inflammasome signaling (IL-1 beta secretion); THP-1 LPS/ATP IL-1B secretion, AlphaLISA, 16 h; hits give low values; activity change, % at 57.5 µM; hit rate 4.7% among 360,000; AID 743279; in the data active = activity change below about -50%; inconclusive = mostly about -30% to -49%; also: % is scaled to controls: 0 for no effect and ±100 for the full control effect
#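 THP-1 cells pretreated 1 hr with compounds (up to 57.5 uM final), then stimulated with LPS (250 ng/mL final) plus ATP (1.25 mM final); secreted IL-1B measured by AlphaLISA after 16 hr, decreased signal indicating inhibition.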
# HT1080NT lethal: kills 2HG-producing HT-1080-NT fibrosarcoma cells | HT-1080-NT fibrosarcoma viability, CellTiter-Glo ATP luminescence, 48 h | Potency, µM (highest dose often 46.1 µM), for inactives: at the top dose activity, negative = less viability, actives largely listed as cytotoxic | hit rate 1.6% among 360,000 | AID 686970;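 also: NT is the 2HG producing partner of a matched IDH1 knockdown line; potency is read from the fitted curve at half-maximal effect; 0% = DMSO-treated cells and -100% = media-only wells without cells; nearly all actives have a fitted effect of over 55% in size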
#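 750 cells/well, RPMI + 5% FBS; 2 h settle, compound pin-transfer, 48 h at 37 degrees C. CellTiter-Glo 10 min RT, luminescence. Normalized to DMSO and media-only wells.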
# * hit, by the source's call; i = inactive; ? = inconclusive; nt = not tested or not shown; [ ] = remark or other dose. Unless noted, calls follow the shape of the dose curve; as a rule, active = well fitted curve in the direction sought with a large enough effect; inconclusive = small, poorly fitted or top-dose-only effect, or another doubt; inactive = no such curve, though single readings can be large; an effect the other way counts as inactive or inconclusive.
SMILES,S2 tox,HepG2 viability,KB-3-1 tox,ATXN2 expr inh,SW480 rerep,HT1080 IDH1KD tx,MCF10A rereplic,IL1B secr inh,HT1080NT lethal
CCCCN1C(=O)C2Cc3c([nH]c4ccccc34)CN2C1=S (stereo unspecified),nt,1.4%,22.2%,-5.7%,-1.7%,-19.4%,?,-88.4*,-2.1%
COc1cc(OC)cc(C(=O)N[C@H](C(=O)Nc2nc(-c3ccc(OC)c(OC)c3)cs2)C(C)C)c1,i,-15.9%,?,nt,5.4%,-0.5%,?,-28.6,?
Cc1cccc2c(SCC(=O)NCC3CCCO3)nc(-c3ccc(F)cc3)nc12 (stereo unspecified),i,1.9%,-5.0%,1.3%,-3.8%,-7.4%,?,0.0,1.8%
COc1ccccc1/C=C/C(=O)Nc1nc(N)n(-c2ccccc2)n1,i,1.9%,-3.1%,nt,?,6.0%,-1.4%,-0.4,-0.5%
Cc1ccc(NC(=O)CCC(=O)N2CCOCC2)nc1,i,7.4%,4.9%,8.8%,-4.2%,24.2%,-0.5%,-7.7,8.6%
COc1ccc(/C=N/NC(=O)C(=O)/C=C2\NC3(CCCC3)Cc3ccccc32)cc1,i,8.5%,5.3%,1.2%,-4.1%,-3.8%,10.5%,-19.7,-6.6%
C/C(CC(=O)Nc1ccccc1C(F)(F)F)=N\NC(=O)c1cnccn1,i,-13.2%,9.4%,21.5%,-8.8%,-0.2%,-4.6%,16.9,0.0%
O=C1NC[C@H](Cc2ccccc2)N(CC2CCN(CCCCc3ccccc3)CC2)C1=O,i,-0.1%,-1.2%,-0.7%,-4.9%,1.0%,-20.2%,-6.5,-2.2%
CCOC(=O)c1ccc(CC2SC(N)=NC2=O)cc1 (stereo unspecified),?,-0.8%,4.2%,15.6%,1.9%,6.9%,?,4.8,21.8%
CCc1cc(=O)oc2cc(C)cc(OCc3nn[nH]n3)c12,i,-1.6%,-3.2%,5.6%,3.3%,14.7%,1.8%,0.0,11.8%
CN1CCN(C(c2ccc(Cl)cc2)c2cc(Cl)c3cccnc3c2O)CC1 (stereo unspecified),?,25.1µM*,?,?,11.0%,23.1µM*,?,-64.2*,?
Cc1nc(C(=O)N2CCCC(N3CCN(c4ccc(F)cc4)CC3)C2)cs1 (stereo unspecified),i,-4.5%,-11.7%,nt,nt,7.5%,nt,54.3,-0.9%
COc1cccc(C(NC(C)=O)c2nc(-c3ccc(F)cc3OC)cs2)c1 (stereo unspecified),i,-9.4%,-7.9%,14.1%,nt,-6.4%,nt,4.3,10.4%
O=C(CSc1ncnc2ccccc12)NCCCO,?,11.7%,6.3%,10.3%,-5.8%,13.0%,-0.8%,-28.8,12.4%
CC1CCCC(C)N1CCOc1cc(N)ccc1C#N (stereo unspecified),i,-9.6%,-2.4%,-20.0%,-7.7%,0.7%,?,-24.2,-1.7%
Fc1cccc(Cl)c1Cn1nnc(-c2ccc3c(c2)OCO3)n1,i,-13.3%,-2.5%,90.8%[activator],-1.1%,-8.9%,?,-3.9,-0.9%
Cc1ccc(-n2c(-c3ccc(Cl)cc3)c[n+]3c2CCC3)cc1,?,-37.1%,4.61µM*,-24.8%,0.5%,?,1.2%,0.0,?
Cc1c(C=O)c2ccccc2n1CC(=O)O,?,3.8%,0.8%,nt,-11.0%,-2.0%,1.1%,15.0,-2.6%
CCOC(=O)CSc1nc(C)cc2c1C(=O)OC2,i,-10.5%,-5.7%,1.2%,3.2%[1.84 µM],0.7%,-31.7%[inhibitor],-7.9,9.8%
CC(C)C(OC(=O)c1cccs1)C(=O)NCc1ccc2c(c1)OCO2 (stereo unspecified),i,5.1%,0.0%,-22.0%,-19.0%,3.2%,?,6.0,7.9%
Cc1ccc2c(NC(=S)NC(=O)c3ccccc3)cccc2n1,i,-8.9%,0.0%,-5.3%,-5.1%,-10.0%,4.5%,21.3,-5.7%
O=C(CSc1nnc2scc(-c3ccccc3)n12)NCc1ccc2c(c1)OCO2,i,-20.0%,10.4%,1.3%,-1.9%,-2.4%,5.4%,-9.1,-3.8%
Cc1ccc(NC(=O)C2CC(O)CN2C(=O)Oc2ccccc2)c(C)c1 (stereo unspecified),i,-2.0%,-0.2%,2.9%,-1.7%,2.7%,-13.2%,11.2,-1.5%
COc1ccc(C(=O)OCC(=O)c2ccc(F)cc2)cc1OC,i,-16.4%,?,2.3%,2.8%,-15.6%,0.3%,25.1,-3.1%
CC(C(=O)NCCN1C(=O)S/C(=C\c2cccs2)C1=O)N1C(=O)c2ccccc2C1=O (stereo unspecified),i,6.0%,-5.9%,-9.0%,1.1%,6.8%,-1.4%,11.6,8.3%
Cc1ccc(CNC(=O)Cn2cnc(C(=O)Nc3ccc(C)c(C)c3)n2)o1,i,-19.6%,1.4%,35.1%[activator],-15.5%,3.6%,-9.0%,-6.9,10.4%
O=C1CC(c2ccccc2)c2cccc(F)c21 (stereo unspecified),i,0.8%,-0.6%,nt,-2.9%,4.5%,-4.4%,9.9,15.7%
Cc1cc(N/C=C\c2nnnn2-c2ccccc2)no1,i,0.9%,-8.0%,27.6%,-4.3%,-2.3%,4.2%,-1.1,-3.0%
CCC(CC)CN1CCN=C1Nc1ccccc1,i,-2.6%,2.4%,-4.1%,7.0%[9.22 µM],0.4%,3.1%,15.0,0.1%
N#CC1=C(N)Oc2cc(O)ccc2C1c1ccccc1 (stereo unspecified),i,-9.0%,?,-6.7%,3.9%,?,?,-3.4,?
Cc1cc(Nc2cccc(Br)c2)c2ccccc2n1,?,-4.6%,-28.1%,?,-7.5%,?,3.2%,-90.8*,?
O=C1NCCCc2nc(Oc3ccccc3)sc21,i,-1.3%,-5.3%,4.3%,0.0%,16.5%,0.5%,2.8,11.0%
CC(=O)Nc1ccc(NC(=O)COC(=O)c2ccc(S(=O)(=O)N(C)c3ccccc3)cc2)cc1,i,-0.4%,3.0%,nt,15.4%,0.1%,8.3%,30.9,-7.8%
COC(=O)c1cnc(Nc2nc(C(N)Cc3ccc(OC)cc3)cs2)nc1C(F)(F)F (stereo unspecified),?,-86.4%,0.0%,-23.1%,nt,?,nt,nt,23.1µM*
COc1ccc(N(S(=O)(=O)c2ccccc2)S(=O)(=O)c2ccccc2)c(N)c1,?,-18.1%,?,-9.8%,?,?,?,17.4,?
O=S(=O)(CC(CN1CCCCC1)N1CCCCC1)c1ccc2ccccc2c1 (stereo unspecified),i,11.2µM*,6.51µM*,-20.2%,?,?,?,-96.7*,?
Cc1ccc(-n2c(N)cc(=O)nc2SCC(=O)N2CCN(c3ccccc3)CC2)cc1C,i,-22.3%,nt,-1.8%,0.6%,0.0%,2.7%,-15.2,-2.5%
Cc1cc([N+](=O)[O-])nn1CC(=O)Nc1ccc(Cl)cn1,i,-29.2%,14.2%,-27.8%,?,16.1%,-2.4%,-5.5,-4.1%
COc1ccc(Oc2ncccc2NC(=O)c2cccc(C)c2C)cc1,i,-18.7%,-1.3%,-27.6%,10.8%,-10.0%,-0.3%,-29.9,0.4%
COC(=O)CSc1nc2sc3c(c2c(=O)n1Cc1ccccc1)CCC(C(C)(C)C)C3 (stereo unspecified),i,0.9%,1.6%,1.8%,nt,nt,nt,nt,nt
O=C(NC1CCN(S(=O)(=O)c2cccc(F)c2)CC1)c1cccc(F)c1,i,-1.6%,12.3%,-3.4%,?,9.6%,-5.6%,-16.0,14.6%
O=C(CSc1oc(-c2ccco2)nc1S(=O)(=O)c1ccc(Cl)cc1)Nc1ccc(F)cc1,i,-26.2%,12.6%,-9.1%,nt,nt,nt,nt,nt
Cc1ccc(Cc2c(-c3cccc(Br)c3)nc3c(Cl)cc(C(F)(F)F)cn23)cc1,i,nt,8.4%,4.8%,nt,-7.1%,nt,27.6,4.5%
O=C(C(=NNc1ccccc1)C(=S)Nc1ccccc1)c1ccccc1,i,-38.5%,0.0%,5.9%,nt,23.9%,nt,-19.3,?
Cc1cc(C(=O)NCCc2ccc(S(N)(=O)=O)cc2)no1,i,0.1%,7.1%,-4.7%,-20.5%,12.2%,-17.2%,2.3,10.7%
CC(=O)Nc1ccc(S(=O)(=O)NCCC(=O)NCc2ccncc2)cc1,i,3.7%,7.5%,4.6%,0.9%,4.4%,2.9%,5.3,-1.3%
COc1cc(CNc2cccc(F)c2)cc(Br)c1O,i,-13.6%,-2.5%,2.5%,-0.5%,8.4%,?,-2.3,5.1%
CCN(CC)CCN(C(=O)c1cc2c(ccc3ccccc32)oc1=O)c1nc2cc3c(cc2s1)OCCO3,i,-84.0%,?,-8.4%,14.7%,?,11.0%,-61.2*,?
COC(=O)c1ccc(C)cc1C1CN=NC12Cc1cc(C)ccc1C2=O (stereo unspecified),i,-9.0%,?,-5.8%,?,-27.1%,?,0.0,-10.7%
COc1ccc(C(=O)NCCc2ccc(C)cc2)cc1OC1CCN(C(C)=O)CC1,i,10.3%,27.4%,6.0%,-3.6%,1.5%,-3.4%,i,-1.1%

# In a second layout: results already given
# The line under a structure holds: S2 tox, HepG2 viability, KB-3-1 tox, ATXN2 expr inh, SW480 rerep, HT1080 IDH1KD tx, MCF10A rereplic, IL1B secr inh, HT1080NT lethal
Cc1ccc(Cc2c(-c3cccc(Br)c3)nc3c(Cl)cc(C(F)(F)F)cn23)cc1
    i, nt, 8.4%, 4.8%, nt, -7.1%, nt, 27.6, 4.5%
O=C(C(=NNc1ccccc1)C(=S)Nc1ccccc1)c1ccccc1
    i, -38.5%, 0.0%, 5.9%, nt, 23.9%, nt, -19.3, ?
Cc1cc(C(=O)NCCc2ccc(S(N)(=O)=O)cc2)no1
    i, 0.1%, 7.1%, -4.7%, -20.5%, 12.2%, -17.2%, 2.3, 10.7%
